IP6K1 inhibitor = Primary qHTS assay for small molecule inhibitors of Inositol hexaphosphate kinase 1 (IP6K1). IP6K1 kinase, ADP-Glo luminescence, 2 h; hits give low values. activity change, % (series mostly up to about 58 µM). 140,000 compounds, 0.81% hits; in the data active = activity change below about -25%
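ADP-Glo luminescence measures ADP made by human IP6K1 during a 2 h RT reaction with ATP/IP6 (mix at 1.3 mM/130 uM); top library doses 57.5 and 19.1 uM final.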
SNCA viab count = GF-AFC viability counterscreen for inhibitors of alpha-synuclein gene (SNCA) expression; HEK-293-SNCA-luc viability, GF-AFC fluorescence, 24 h; 150,000 compounds, 0.12% hits; Potency, µM (series often up to 57.1 µM), for inactives: at the highest dose activity change, negative = cytotoxicity, most hits filed as cytotoxic;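 also: potency is read from the fitted curve at half-maximal effect; 0% = DMSO-treated cells and -100% = medium-only wells without cells; nearly all actives have a fitted effect of over 30% in size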
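HEK-293-SNCA-luc cells (1500/well) plated 24 h, then exposed 24 h to a dilution series; GF-AFC added 30 min at 37C, fluorescence 405/540 nm; normalised to medium-only and DMSO wells, Hill fit.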
HEK293 tox = Cytotoxic Profiling in HEK 293 Cell Line of Diverse Libraries Using Quantitative High-Throughput Screening; HEK 293 viability, ATP luminescence (CellTiter-Glo), 48-72 h; Potency, µM (highest dose often 115 µM), for inactives: at the highest dose activity change, negative = cytotoxicity, most hits filed as inhibitors; 94,000 compounds, 6.6% hits; also: potency is read from the fitted curve at half-maximal effect; nearly all actives have a fitted effect of over 60% in size
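250 HEK 293 cells/well; compound by pintool; incubated 48 or 72 hr at 37 degree Celsius; CellTiter-Glo added, 10 min RT, luminescence imaged.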
SNCA expr inhib = Primary qHTS assay for inhibitors of alpha-synuclein gene (SNCA) expression; HEK-293 SNCA-luciferase knock-in, luminescence, 24 h; Potency, µM (doses to about 57.2 µM), inactives show top-dose activity change, negative = inhibition, hits mostly inhibitors; 140,000 compounds, 0.17% hits; AID 1671194, 2021;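 also: potency is read from the fitted curve at half-maximal effect; plate controls were DMSO cells for no effect and cell-free wells for full effect; nearly all actives have a fitted effect of over 45% in size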
GPT2 inh = Primary qHTS assay for inhibitors of Glutamate pyruvate transaminase 2 (GPT2). Alanine aminotransferase 2 (Homo sapiens), Q8TD30. Recombinant GPT2, coupled pyruvate oxidase/HRP Amplex Red fluorescence. Potency, µM (top dose mostly 57.7 µM), for the others: at the top dose activity change, negative = inhibition, most hits filed as inhibitors. 100,000 compounds, 0.25% hits. AID 1671188, 2021; also: potency is read from the fitted curve at half-maximal effect; nearly all actives have a fitted effect of over 60% in size; many of its hits are not listed in these tables
Target sequence (Q8TD30 whole entry, looked up): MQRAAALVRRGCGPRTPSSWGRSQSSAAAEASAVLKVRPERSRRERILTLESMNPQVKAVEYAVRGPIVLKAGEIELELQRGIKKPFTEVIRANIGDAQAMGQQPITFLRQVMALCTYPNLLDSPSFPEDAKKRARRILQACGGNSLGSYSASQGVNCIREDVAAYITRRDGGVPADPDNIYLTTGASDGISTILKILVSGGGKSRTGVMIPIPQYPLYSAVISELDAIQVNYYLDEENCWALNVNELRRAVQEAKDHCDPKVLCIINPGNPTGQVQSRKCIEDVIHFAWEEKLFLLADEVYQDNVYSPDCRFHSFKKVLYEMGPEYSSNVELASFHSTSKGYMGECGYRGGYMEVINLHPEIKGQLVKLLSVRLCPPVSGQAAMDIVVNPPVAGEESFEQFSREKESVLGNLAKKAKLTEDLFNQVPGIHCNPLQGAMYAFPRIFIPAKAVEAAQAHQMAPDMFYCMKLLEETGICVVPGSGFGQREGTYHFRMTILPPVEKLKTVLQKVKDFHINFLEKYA
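Inhibition is scored from Amplex Red fluorescence generated when pyruvate oxidase and HRP act on pyruvate released by GPT2. Reactions contain 10ng/uL enzyme, 250uM a-KG and 2mM L-alanine and run 30 min at room temperature.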
Luciferase inh = Firefly luciferase inhibition profiling of diverse chemical library using quantitative high-throughput screening; Luciferin 4-monooxygenase (Photinus pyralis), P08659; purified P. pyralis luciferase, luminescence, biochemical; Potency, µM (highest dose often 115 µM), without a hit: at the top dose activity change, negative = inhibition, most hits filed as inhibitors; 76,000 compounds, 2.5% hits; AID 1347043, 2019; also: potency is read from the fitted curve at half-maximal effect; nearly all actives have a fitted effect of over 65% in size
Target sequence (P08659 whole entry, looked up): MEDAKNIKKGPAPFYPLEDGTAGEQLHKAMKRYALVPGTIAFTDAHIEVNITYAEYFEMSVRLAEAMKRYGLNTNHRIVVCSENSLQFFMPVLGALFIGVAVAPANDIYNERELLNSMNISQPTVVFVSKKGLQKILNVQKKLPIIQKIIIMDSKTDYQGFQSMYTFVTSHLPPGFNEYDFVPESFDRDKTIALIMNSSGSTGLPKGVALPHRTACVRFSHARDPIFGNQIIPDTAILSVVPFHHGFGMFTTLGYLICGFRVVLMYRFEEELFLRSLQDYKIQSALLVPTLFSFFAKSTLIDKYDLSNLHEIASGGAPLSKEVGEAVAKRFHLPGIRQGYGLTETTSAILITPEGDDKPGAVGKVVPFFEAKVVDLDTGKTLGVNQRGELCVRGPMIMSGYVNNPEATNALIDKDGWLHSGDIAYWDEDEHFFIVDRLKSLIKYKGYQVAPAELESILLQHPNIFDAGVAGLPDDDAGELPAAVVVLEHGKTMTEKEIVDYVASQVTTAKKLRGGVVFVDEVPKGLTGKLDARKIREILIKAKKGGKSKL
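Cell-free enzyme assay, 10nM P. pyralis luciferase, luciferin and ATP each at 10uM. Inhibition profiled over a 6-point titration, read as luminescence.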
NIH3T3 tox = Cytotoxic Profiling in NIH 3T3 Cell Line of Diverse Libraries Using Quantitative High-Throughput Screening; NIH 3T3 viability, CellTiter-Glo ATP luminescence, 48-72 h; Potency, µM (highest dose often 96.7 µM), without a hit: top-dose activity change, negative = cytotoxicity, most hits filed as inhibitors; 94,000 compounds, 4.3% hits; also: potency is read from the fitted curve at half-maximal effect; nearly all actives have a fitted effect of over 55% in size
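Cytotoxicity is measured as loss of cellular ATP: NIH 3T3 cells (400/well) are exposed to compound for 48 or 72 hr at 37 °C, then CellTiter-Glo luminescence is imaged after 10 min at room temperature.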
Active calls of the source: *; i = inactive; ? = inconclusive; . = no result given; [ ] = remark or other dose. Unless noted, calls follow the shape of the dose curve; as a rule, active = well fitted curve in the direction sought with a large enough effect; inconclusive = small, poorly fitted or top-dose-only effect, or another doubt; inactive = no such curve, though single readings can be large; an effect the other way counts as inactive or inconclusive. Unless noted, % is scaled to controls: 0 for no effect and ±100 for the full control effect. Some of the compounds tested. The share of hits here may be higher or lower than overall.

structure	IP6K1 inhibitor	SNCA viab count	HEK293 tox	SNCA expr inhib	GPT2 inh	Luciferase inh	NIH3T3 tox
O=C(Nc1ccc2c(c1)OCCO2)C1(CCO)CCN(c2ncccn2)C1 (stereo not given)	7	10%	-2%	-7%	i	-8%	-9%
Cn1cncc1CNC(=O)c1nc(-c2cccc(N3CCOCC3)c2)cc2c1ccn2C	50	-1%[87.6 µM]	?	26%[87.6 µM]	-4%[88.5 µM]	2%[172 µM]	50µM*
CCC(=O)N1CCc2cc(Br)cc(S(=O)(=O)NCCc3ccc(OC)c(OC)c3)c21	-23	1%	.	0%	.	.	.
Cn1cnc(S(=O)(=O)N2CC[C@@H]3COCCN(Cc4ccccc4)[C@@H]3C2)c1	6	22%	-18%	-17%	4%	-4%	3%
Cc1ccc(CNC(=O)CCC(=O)N2CC(C)Sc3ccccc32)cc1 (stereo not given)	3	11%	.	-5%	.	.	.
Cc1ccc(S(=O)(=O)Cc2noc([C@@H]3C[C@@H](O)CN3Cc3cccc(OC(F)(F)F)c3)n2)cc1	-14	3%	?	?	-6%	-2%	?
COCCCNC(=O)Cn1cnc2sc(C)c(S(=O)(=O)N3CCC(C)CC3)c2c1=O	11	0%	.	-15%	.	.	.
CCOC(=O)c1ccc(NC(=O)CCC(=O)N2CCSc3ccccc32)cc1	46	-26%	.	?	.	.	.
COc1ccc(OC(C)c2nc3ccccc3[nH]2)cc1 (stereo not given)	19	-4%	.	42%[activator]	.	.	.
Cc1csc(NC(=O)[C@@H]2C[C@@H](c3ccc(F)cc3)N([S+](=O)([O-])c3cccnc3)C2)n1	14	1%	?	?	?	5%	-26%
O=C1COCC2(CN(c3ccc(C(F)(F)F)cn3)C2)CN1c1ccccc1F	4	-8%[87.6 µM]	?	-6%[87.6 µM]	i	7%[172 µM]	-27%[138 µM]
Cc1cc(C)c(CNC(=O)c2cc(-c3cccnc3)cc3c2OCCN3C(C)C)c(=O)[nH]1	-24	?	100µM*	10%[87.6 µM]	i	-17%[172 µM]	?
Cc1ccc(C(=O)N2CCC3(CCC3N3CCOCC3)CC2)s1 (stereo not given)	18	2%	-23%	1%	i	.	-11%
CC1=C(C(N)=O)C(c2cccc(C)c2)n2nc(-c3ccc(Cl)cc3)nc2N1 (stereo not given)	11	-17%	.	5%	.	.	.
O=C(Cn1c(=O)nc(-c2ccccc2)c2ccccc21)NCCc1ccccc1	6	10%	.	15%	.	.	.
CN(CC1(O)CCCN(Cc2ccc(F)cc2)C1=O)C1CCOCC1 (stereo not given)	32	-2%	-21%	-5%	1%	-6%	?
COc1ccc(CC(=O)Nc2c(C(=O)Nc3ccccc3F)oc3ccccc23)cc1	-17	5%	.	10%	.	.	.
O[C@H]1[C@H](NCc2ccc(OC(F)(F)F)cc2)[C@@H](c2cncnc2)C[C@H]1O	1	-8%[87.6 µM]	-2%[172 µM]	-3%[87.6 µM]	-7%[88.5 µM]	-2%[172 µM]	3%[138 µM]
CO[C@H]1C(=O)N(C(C)C)[C@H]1C1CCN(C(=O)Cc2ccccc2)CC1	15	?	-4%	12%	5%	.	-8%
COCCNC(=O)C1CCCCN1Cc1ccc(-c2ccsc2)cc1 (stereo not given)	15	-15%[87.6 µM]	?	-27%[87.6 µM]	?	.	?
O=C1CC(c2ccccc2)N(C(=O)CNC(=O)c2[nH]nc3c2CCc2ccccc2-3)CCCCCN1 (stereo not given)	-4	-4%	?	11%	-12%	-3%	?
O=C(NC1CCN(c2ccnc3ccnn23)CC1)c1cc(F)ccc1Br	12	2%[87.6 µM]	?	-14%[87.6 µM]	-1%[88.5 µM]	.	?
Cc1ccc(NC(=O)c2ccc3oc(=O)c(S(=O)(=O)c4ccccc4)cc3c2)cc1C	-14	6%	.	3%	.	.	.
Cc1cc(C)cc(Nc2ncnc3c2nc2n3CCCC2)c1	-32*	1%	.	52%[activator]	.	.	.
O=C(c1ccccc1F)N1CCC2(CC1)SCC(=O)N2c1ccc(Cl)cc1	2	1%	?	-8%	i	-1%	?
COC(=O)c1cccc(NC(=S)N[C@H]2CO[C@H]3[C@@H]2OC[C@@H]3n2cc(-c3ccccc3)nn2)c1	1	-16%	?	-13%	-5%	-21%	?
O=C(Cn1c(=O)n(Cc2ccc(C(=O)NCc3ccccc3Cl)cc2)c(=O)c2ccccc21)Nc1ccc(F)cc1	-8	-2%	.	19%	.	.	.
CCCS(=O)(=O)NCCc1sc2nc(-c3ccc(Cl)cc3)nn2c1C	-4	-12%	.	?	.	.	.
CCc1ccccc1NC(=O)C1CCN(C(=O)N2CC(C)Oc3ccc(Cl)cc32)CC1 (stereo not given)	1	6%	.	-6%	.	.	.
COc1ccccc1-c1cccc(CN2CCCC(C(=O)NCc3cccc(F)c3)C2)c1 (stereo not given)	7	-14%	13µM*	?	i	.	?
CCN1CCN(CCCNC(=O)c2cnn(-c3ccccc3Cl)c2C2CCN(C(=O)OC(C)(C)C)CC2)CC1	0	2%	.	-3%	.	.	.
N#Cc1ccc(CNC(=O)[C@@H]2Cc3nc[nH]c3CN2C(=O)NC2CCCCC2)cc1	6	-9%[87.6 µM]	-19%[172 µM]	-17%[87.6 µM]	?	-26%[172 µM]	?
CN(CC(=O)Nc1cccc(Cl)c1)S(=O)(=O)c1ccc2[nH]c3c(c2c1)CCCC3	24	-18%	.	?	.	.	.
O=C1NC(C(=O)NCCCc2ccccc2)Cn2cccc21 (stereo not given)	-1	-1%	i	20%	i	18%	4%
COC(=O)C1=C(C)N(Cc2ccccc2F)C(=O)CC1c1ccc(F)cc1F (stereo not given)	3	4%	?	-20%	?	0%	?
CCCNC(=O)C(NC(=O)c1cccc(OC)c1)C1CCN(C(=O)c2cccc(F)c2)CC1 (stereo not given)	27	0%	-21%	?	4%	-3%	?
Cc1ccc(Cn2nc3n(c2=O)CCN(Cc2cc(C)ccc2C)C3=O)cc1	3	-1%	?	-9%	5%	-16%	-29%
CCOC(=O)c1c(NC(=O)C(C)Oc2ccc(Cl)c(C)c2)sc2c1CCCC2 (stereo not given)	-6	6%	.	19%	.	.	.
CCn1c(CN2CCN(c3nc(C)cnc3C)CC2)nnc1C1CC(N)C1 (stereo not given)	28	3%	i	10%	-1%	-6%	i
CC(=O)N(C1CC1)C1CCOC2(CCN(C(=O)NCc3ccccc3)CC2)C1 (stereo not given)	-16	-5%	1%	8%	i	-1%	i
CC(C)(C)C(=O)Nc1nc2nc(-c3ccccc3)cc(=O)n2[nH]1	-4	0%	.	9%	.	.	.
O=C(CN1C(=O)c2ccccc2Sc2ccc(C(=O)N3CCOCC3)cc21)Nc1ccc(Cl)cc1F	-7	-10%	.	?	.	.	.
Cc1cccc(N2CCN(c3ncnc4onc(C)c34)CC2)c1C	12	-3%	.	-25%	.	.	.
O=C(O)Cn1nnc(-c2ccc(CN(CCCCOc3ccc(CN4CCCC4)cc3)CCc3ccccc3)cc2)n1	-2	-15%	.	.	?	.	.
O=C(c1cncs1)N1CCc2c(cc(-c3cccc(F)c3)c(=O)n2CCN2CCCCC2)C1	16	5%	4%	38%[activator]	i	-7%	i
O=C1NC2(CCCN(C(=O)c3ccc(Cl)cc3)C2)Oc2ccccc21 (stereo not given)	12	-13%	-8%	?	0%	.	-15%
COc1ccc(N2CC(COc3ccccc3)Oc3ncccc3C2=O)cc1 (stereo not given)	15	-2%[23.9 µM]	?	6%[25.6 µM]	i	.	?
Cn1ccc2cc(S(=O)(=O)N3CCCC(C(=O)NCc4ccccc4)C3)ccc21 (stereo not given)	-3	8%	.	12%	.	.	.
CCC(C(=O)Nc1cc(OC)ccc1OC)n1c(C)c2cnn(-c3ccccc3)c(=O)c2c1C (stereo not given)	-5	-5%	.	8%	.	.	.
c1ccc2oc(CN3Cc4[nH]cnc4C[C@H]3c3nc(-c4cnccn4)no3)cc2c1	5	-4%[87.6 µM]	-22%[172 µM]	13%[87.6 µM]	2%[88.5 µM]	10%[172 µM]	-29%[138 µM]

Compound profiles (already shown). Order of values: IP6K1 inhibitor | SNCA viab count | HEK293 tox | SNCA expr inhib | GPT2 inh | Luciferase inh | NIH3T3 tox
CCC(=O)N1CCc2cc(Br)cc(S(=O)(=O)NCCc3ccc(OC)c(OC)c3)c21 in the list: -23 | 1% | . | 0% | . | . | .
Cc1ccc(CNC(=O)CCC(=O)N2CC(C)Sc3ccccc32)cc1 (stereo not given) in the list: 3 | 11% | . | -5% | . | . | .
O=C(Cn1c(=O)nc(-c2ccccc2)c2ccccc21)NCCc1ccccc1 in the list: 6 | 10% | . | 15% | . | . | .

The list goes on:
structure	IP6K1 inhibitor	SNCA viab count	HEK293 tox	SNCA expr inhib	GPT2 inh	Luciferase inh	NIH3T3 tox
COCC[C@]1(O)CCN(C(=O)c2ccccc2Cl)C[C@H]1C	10	6%	3%	5%	?	-4%	i
O=C(NC[C@H]1O[C@@H]2C[C@@H](CC(=O)N3CCOCC3)O[C@@H]2[C@@H]1O)NC1CCC1	12	-1%[87.6 µM]	1%[172 µM]	-7%[87.6 µM]	-7%[88.5 µM]	8%[172 µM]	-3%[174 µM]
C[C@H]1[C@@H]2[C@@H](O)C([C@H](C)C(=O)NCc3cccnc3)CC[C@@]2(C)CC[C@@H]1NC(=O)c1ccc(C#N)cc1 (stereo not given in full)	5	2%	-16%	-1%	?	-7%	-7%
CC(=O)c1ccc(NC(=O)O[C@@H]2CO[C@H]3[C@@H]2OC[C@@H]3n2nnnc2-c2ccccc2)cc1	-6	7%	i	4%	-2%	-10%	0%
O=C(NC[C@H]1Cn2ccnc2CO1)C1CCCC1	10	-4%[87.6 µM]	i	-21%[87.6 µM]	-11%[88.5 µM]	3%[230 µM]	i
COCc1nnc2n1CCC(NC(=O)c1ccc3cc[nH]c3c1)CC2 (stereo not given)	5	-9%	-1%	-3%	i	8%	-9%
COCCn1c2c(c(=O)n1-c1ccccc1)CCN(C(=O)c1cccc(O)c1)C2	-12	-7%[87.6 µM]	-40%[172 µM]	8%[87.6 µM]	i	-7%[172 µM]	?
CCOc1ccc(CCNC(=O)c2ccc3c(c2)c(C)c(C)n3C)cc1	-14	6%	.	-1%	.	.	.

From PubChem BioAssay
